SRC1 TRFRET art: counter-screen for PPARgamma SRC-1 recruitment agonists: TR-FRET artefact. TR-FRET ratio at 8 µM. TR-FRET detection artefact counter-screen, emission ratio; active compounds read high. AID 1051. hit rate 0.34% among 99,000; in the data active = TR-FRET ratio above about 2300; note: inactives centre near 1800; reference of the scale not given here
SRC3 TRFRET art: flags TR-FRET format artefacts in PPARgamma SRC-3 recruitment agonist screen. TR-FRET artefact counter-screen, PPARgamma/SRC-3 format; active compounds read high. TR-FRET ratio at 8 µM. hit rate 0.39% among 99,000. AID 1048; in the data active = TR-FRET ratio above about 2000; note: inactives centre near 1600; reference of the scale not given here
The depositor's hits bear a star.

SMILES	SRC1 TRFRET art	SRC3 TRFRET art
O=C(O)c1ccc(/C=C/c2nc3sc4c(c3c(=O)[nH]2)CCC4)cc1	1727	1801
COc1cccc(CC2(CO)CCN(C(=O)NCCc3ccccc3)CC2)c1	1750	1488
CC(C)(C)OC(=O)NCCCCCNC(=O)c1[nH]cnc1C(=O)N[C@@H](CCCCNC(=O)OC(C)(C)C)C(=O)OC(C)(C)C	1852	1781
COc1ccc(-n2c(O)c(/C=N/NS(=O)(=O)c3ccc(C)c([N+](=O)[O-])c3)c3ccccc3c2=O)cc1OC	1779	1810
C=CCNC(C(=O)Nc1cccc(OC)c1)c1ccccc1 (centres undefined)	1622	1387
COCCNC(=S)N(CCc1c(C)[nH]c2ccc(F)cc12)Cc1cccs1	1817	1604
CCN(CC)c1ccc(/C=N/N2CCOCC2)c(O)c1	2023	1546
O=C(N/N=C/c1ccc(OC(F)F)cc1OC(F)F)c1ccc(Br)cc1	1801	1611
Cc1ccc(C(=O)NNC(=O)CNc2cccc(Cl)c2)cc1	1454	1412
Cc1ccc(S(=O)(=O)c2cc3c(=O)n4ccccc4nc3n(C)c2=N)cc1	1638	1551
CC(=O)NC(CCCN1C(=O)c2ccccc2C1=O)c1nnn(C)n1 (centres undefined)	1681	1573
COc1ccc(NC(=O)C(c2ccc(C)cc2)N(C)C(=O)c2cnccn2)cc1 (centres undefined)	1580	1693
CC1CCCCN1C(=O)Nc1ccccc1Cl (centres undefined)	1296	1392
COc1ccc(-c2csc3ncn(-c4cccc(C)c4)c(=O)c23)cc1OC	1788	1738
COc1ccc(CSc2nnc(NC(C)=O)s2)cc1[N+](=O)[O-]	1869	1622
COc1cc(C2NC(=O)NC(C)=C2C(C)=O)cc(OC)c1OC (centres undefined)	1692	1340
COc1cccc(CC2(CO)CCCN(Cc3cc4ccccc4[nH]3)C2)c1 (centres undefined)	1503	1559
O=[N+]([O-])C(=C1Nc2ccccc2N1)C(Cl)=C(Cl)Cl	2015	1674
CC12CN3CCN(CC(C3)/C1=N/NC(=O)Nc1ccccc1)C2	1911	1778
COc1ccc(C(=O)Cn2c(NCCO)nc3ccccc32)cc1	1939	1631
Cc1nc2ccccc2c(=O)n1Nc1cccc(Cl)c1	1817	1681
CCOC(=O)C1CCCN(C(=O)c2cccc(S(=O)(=O)N3CCOCC3)c2)C1 (centres undefined)	1822	1673
COc1ccc(C2CC(=O)C=C(O)C2)cc1 (centres undefined)	1868	1673
CCc1c(C)nc2ncnn2c1N1CCCC(C(=O)NCc2cccs2)C1 (centres undefined)	1844	1629
CC(Nc1n[nH]c(=S)[nH]c1=O)C(=O)OCc1ccccc1 (centres undefined)	1695	1569
CCOC(=O)N1CCN(S(=O)(=O)c2ccc3c(c2)CCN3C(=O)C2CCC2)CC1	1775	1349
COc1ccc(-n2c(=S)[nH]c3cc(C(=O)NCc4ccco4)ccc3c2=O)cc1OC	1786	1602
O=C(O)c1ccc(Nc2nc(-c3ccccc3)c3ccccc3n2)cc1	1726	1458
COc1ccc(CC(=O)NCC(=O)N/N=C(/C)c2ccco2)cc1	2022	1689
Cc1ccc(NC(=O)C2CCCN2S(=O)(=O)c2ccc3c(c2)n(C)c(=O)c(=O)n3C)cc1C (centres undefined)	1699	1569
O=C(NNC1OC(CO)C(O)C(O)C1O)c1cccnc1 (centres undefined)	1518	1432
COc1ccc(C)cc1NC(=O)C(Sc1nnc(Nc2cc(C)ccc2OC)s1)c1ccccc1 (centres undefined)	1747	1616
CSc1ncc(Cl)c(C(=O)C(C#N)c2nc3c(C)cc(C)cc3c(=O)[nH]2)n1 (centres undefined)	1829	1615
Cc1cccc2cc(CN(CC3CCCO3)C(=O)c3ccco3)c3nnnn3c12 (centres undefined)	1744	1444
CCOc1ccc(CCNC(=O)COC(=O)c2ccccc2O)cc1OCC	1999	1575
CN(C)CCCN(C(=O)COc1ccccc1)c1nc2c(F)cccc2s1	1807	1488
CC(Cc1ccccc1)C(=O)Nc1ccccc1 (centres undefined)	1762	1649
Cc1c(CCOC(=O)c2cc([N+](=O)[O-])cc([N+](=O)[O-])c2)sc[n+]1CC(=O)c1ccc(Br)cc1	1848	1313
COc1ccc(OCCNC(=O)CSc2ccc(C(F)(F)F)cc2[N+](=O)[O-])cc1	1680	1566
COc1ccccc1NC(=O)CCS(=O)(=O)c1ccccc1	1907	1657
COCCNC(=S)Nc1cc(OC)c(OC)cc1C#N	1569	1501
Cc1cc(Cl)ccc1N(CC(=O)NCCSCc1ccco1)S(C)(=O)=O	2000	1593
Cc1ccc(-c2nn(-c3cccc(F)c3)cc2CNCc2cccnc2)o1	1806	1584
CCN(CC)c1ccc(CN2CCC(C(=O)NCc3ccc(C)cc3)CC2)cc1	1667	1336
O=C(c1cccc2ccccc12)C1CCCN(C(=O)CCc2cnccn2)C1 (centres undefined)	1784	1399
CN(Cc1ccccc1)C(=O)C1CCN(S(=O)(=O)c2cc([N+](=O)[O-])ccc2Cl)CC1	1968	1571
Cc1cccc(CN2CCN(Cc3cnn(-c4ccccc4F)c3)CC2CCO)n1 (centres undefined)	1567	1653
O=C(CN1CCC(C(=O)c2cccc(Cl)c2)CC1)Nc1cccc(C(=O)O)c1	1623	1503
CC(C)=CCc1c2c(c3occ(-c4ccc(O)cc4)c(=O)c3c1O)C=CC(C)(C)O2	1941	1663
CN(Cc1cccc(F)c1)CC(O)COCc1ccccc1Cl (centres undefined)	1881	1652
O=C(NCCc1ccccc1)C(=O)NCC1CCNCC1	1864	1584
CCOC(=O)Cn1nc(C)c(NC(=O)COc2cccc(Cl)c2)c1C	1574	1528
COC(=O)CS(=O)(=O)c1cc([N+](=O)[O-])ccc1NC(=O)OC	1770	1553
COc1cc([N+](=O)[O-])ccc1NC(=O)Cn1ccsc1=N	1894	1465
COc1cccc(CC(NC(C)=O)C(=O)NC2CCN(S(=O)(=O)c3ccc(NC(C)=O)cc3)CC2)c1 (centres undefined)	1744	1652
O=C1/C(=C/c2ccc(O)cc2)CCc2ccc([N+](=O)[O-])cc21	1760	1463
CC(=O)N1CCN(CCN=CC2=C(O)CC(c3ccco3)CC2=O)CC1 (centres undefined)	1656	1757
CCOc1ccc(CC(=O)Nc2ccc(-c3ccc4nnc(C)n4n3)cc2)cc1	1648	1620
CCOC(=O)c1cccc(NC(=O)CS(=O)(=O)Cc2nc(-c3cccc(OC)c3)oc2C)c1	1829	1589
COc1ccc(C(=O)C(/C=N/O)=N/Nc2ccc(F)cc2)cc1	1589	1542
The list goes on.
SMILES	SRC1 TRFRET art	SRC3 TRFRET art
COc1cccc(-c2nc(CCl)cs2)c1	1687	1422
COC(=O)C1=C(C)NC(=O)/C1=C/c1ccc(CNS(=O)(=O)c2ccc(C)cc2)o1	1713	1864
CCN1CC2([N+](=O)[O-])CC=C(OC)C([N+](=O)[O-])(C1)C2 (centres undefined)	1714	1734
CN(C)c1ccc(NC(=O)c2cnsn2)cc1	1900	1751
Cc1cc(Cl)c(S(=O)(=O)Nc2cc(S(=O)(=O)N3CCOCC3)ccc2F)cc1OCC(N)=O	1754	1527
O=c1c2sccc2nc(SCc2cc(=O)n3cc(Br)ccc3n2)n1Cc1ccccn1	2338*	2195*
CSc1ccccc1NC(=O)Cn1nc([N+](=O)[O-])cc1C	2030	1732
CC(C)N=C1NN=C(c2ccc(Cl)c(Cl)c2)CS1	1630	1379
Fc1cccc(-c2cc3nc4c(c(N5CCC6(CC5)OCCO6)n3n2)CCCC4)c1	1907	1503
CC1CCN(c2c(NCC3CCC(C(=O)NCCc4ccccc4)CC3)c(=O)c2=O)CC1 (centres undefined)	1748	1558
COC(=O)c1ccc(NC(=O)C(=O)N2CCN(C(=S)Nc3ccccc3OC)CC2)cc1	1573	1545
CN(C)S(=O)(=O)c1ccc(Nc2nc(C3CC3)nc3c2nnn3Cc2ccccc2Cl)cc1	1802	1707
Cc1nc2sc(C(=O)Nc3ccccc3)c(N)c2c(C)c1[N+](=O)[O-]	1822	1734
CCn1c(CN2CCN(c3cccc(C)c3C)CC2)n[nH]c1=S	1670	1460
Cc1cccc(NC(=S)N(C)Cc2cn(C)c3ccccc23)c1	1709	1758
COc1ccc(CCNc2ncnc3sccc23)cc1OC	1550	1416
COCCNC(=O)/C(C#N)=C/C(C)=C/c1ccccc1	1760	1706
CCSc1ncc(Cl)c(C(=O)Nc2ccccc2)n1	1649	1752
CCCN(CCC)S(=O)(=O)c1ccc(Cl)c(OC)c1	1932	1749
O=C(NC(=S)Nc1nc(-c2ccccc2)cs1)c1cccs1	2036	1734
CC(O)CCC(=O)NCCNC(=O)CCC(C)O (centres undefined)	1663	1668
Cc1ccc(C2=NN(S(C)(=O)=O)C(c3ccc4nccnc4c3)C2)cc1 (centres undefined)	1743	1470
NNC(=O)CN1C(c2ccccc2)=Nc2ccc(Br)cc2C1c1ccccc1 (centres undefined)	1888	1562
CNC(=O)CC1C(=O)N(c2ccc(Cl)cc2)C(=S)N1CCc1ccc(OC)c(OC)c1 (centres undefined)	1741	1482
CC(=O)N1CC23C=CC(CC2CC12CCCCCC2)O3 (centres undefined)	1626	1488
CCOC(=O)Cc1nc(-c2ccccc2)n[nH]1	1769	1334
CCOC(=O)C1(Cc2cccc(OC)c2)CCCN(S(=O)(=O)c2cccnc2)C1 (centres undefined)	1709	1527
CC1CC/C(=N/Nc2ccccc2)C(=O)N1 (centres undefined)	2034	1742
Cc1ccc(C2=NN=C(NC(=O)CSc3nc(C)cc(C)n3)SC2)cc1	1885	1592
Cc1noc(C)c1COc1cccc(C(=O)OCC(=O)NCCN2C(=O)CSC2=O)c1	2117	1800
COc1cc(/C=C(\C#N)C(=O)c2c[nH]c3ccccc23)cc(OC)c1O	1851	1672
O=C(O)c1ccc(CNC(=O)c2ccccc2NC(=O)c2ccc([N+](=O)[O-])cc2)cc1	1885	1417
COc1ccc(NC(=O)/C(=C\c2cccnc2)NC(=O)c2cccs2)cc1	1719	1400
CCOC(=O)C1(CCOC)CCN(Cc2cnc(-c3cccc(C)c3)nc2)CC1	1722	1712
C=CCN(CC=C)C(=S)NC(=O)Cc1cccc2ccccc12	1784	1504
CCCN(CCC)CCCNC(=O)c1nn(-c2cccc(OC)c2)c(=O)c2ccccc12	1788	1500
C/C(=N\NC(=O)c1cccnc1)c1c(O)cc(C)oc1=O	1965	1653
CC1(C)CC(N2CCC(=O)N(C3CC(C)(C)NC(C)(C)C3)C2)CC(C)(C)N1	1986	1490
Cc1ccc2nc(Cl)c(/C=N/NC(=O)[C@H]3C[C@@H]3c3ccccc3)cc2c1	1599	1306
Cc1ccc(C(=O)N/C(=C\c2ccccc2)C(=O)NCCCn2ccnc2)cc1	1684	1759
CC(NCc1ccc2c(c1)OCO2)C(=O)NC1CCCCC1 (centres undefined)	1961	1596
Cc1cc(C)n(-c2ccc(C(=O)OCC(=O)Nc3ccc(Cl)cc3[N+](=O)[O-])cc2)n1	1933	1695
COc1ccc(C(C(=O)NC(C)(C)C)N(Cc2ccccc2)C(=O)CCC(=O)Nc2cc(C)on2)cc1 (centres undefined)	1625	1611
CC(=O)n1cc([C@H]2C=C(C(=O)N3CCN(Cc4ccccc4)CC3)O[C@@H](OCCCCO)C2)c2ccccc21	1586	1758
CCc1ccc(N(C(=O)CNC(=O)c2ccco2)C(C(=O)NCC2CCCO2)c2ccccc2)cc1 (centres undefined)	1957	1408

An excerpt of these results, as labelled records:
> C=CCN(CC=C)C(=S)NC(=O)Cc1cccc2ccccc12
  SRC1 TRFRET art = 1784 | SRC3 TRFRET art = 1504

> CCCN(CCC)CCCNC(=O)c1nn(-c2cccc(OC)c2)c(=O)c2ccccc12
  SRC1 TRFRET art = 1788 | SRC3 TRFRET art = 1500

The listing continues.
SMILES	SRC1 TRFRET art	SRC3 TRFRET art
CC(C)CCNc1ncnc2c1nnn2Cc1ccccc1Cl	1586	1463
COc1ccc(C2Nc3ccccc3C(=O)N2c2ccc(F)cc2)cc1Cn1nnc2ccccc21 (centres undefined)	1820	1338
COc1ccc(N/N=C(\C#N)C(=N)N2CCOCC2)cc1	1916	1788
COc1cc(C2C(C#N)=C(N)Oc3cc4c(cc32)OCO4)cc(OC)c1OC (centres undefined)	1826	1515
COc1ncccc1-c1nnn(-c2ccc(C)cc2)n1	1556	1723
O=C1CCCC2=C1C(c1ccccc1)CC(=O)N2c1ccc(F)cc1F (centres undefined)	2034	1618
O=C(Cn1nc(CNc2ccc(Cl)cc2)[n+]2c1CCCCC2)c1ccc(Br)cc1	1971	1327
O=C(Nc1ccc(Br)c(C(F)(F)F)c1)c1ccccc1	1701	1506
O=C1C=CC2C(c3ccc4c(c3)OCO4)CC1N2Cc1ccccc1 (centres undefined)	1762	1818

Structural class: the compounds so far containing a nitro group on carbon (14)
SMILES	SRC1 TRFRET art	SRC3 TRFRET art
COc1ccc(-n2c(O)c(/C=N/NS(=O)(=O)c3ccc(C)c([N+](=O)[O-])c3)c3ccccc3c2=O)cc1OC	1779	1810
COc1ccc(CSc2nnc(NC(C)=O)s2)cc1[N+](=O)[O-]	1869	1622
O=[N+]([O-])C(=C1Nc2ccccc2N1)C(Cl)=C(Cl)Cl	2015	1674
Cc1c(CCOC(=O)c2cc([N+](=O)[O-])cc([N+](=O)[O-])c2)sc[n+]1CC(=O)c1ccc(Br)cc1	1848	1313
COc1ccc(OCCNC(=O)CSc2ccc(C(F)(F)F)cc2[N+](=O)[O-])cc1	1680	1566
CN(Cc1ccccc1)C(=O)C1CCN(S(=O)(=O)c2cc([N+](=O)[O-])ccc2Cl)CC1	1968	1571
COC(=O)CS(=O)(=O)c1cc([N+](=O)[O-])ccc1NC(=O)OC	1770	1553
COc1cc([N+](=O)[O-])ccc1NC(=O)Cn1ccsc1=N	1894	1465
O=C1/C(=C/c2ccc(O)cc2)CCc2ccc([N+](=O)[O-])cc21	1760	1463
CCN1CC2([N+](=O)[O-])CC=C(OC)C([N+](=O)[O-])(C1)C2 (centres undefined)	1714	1734
CSc1ccccc1NC(=O)Cn1nc([N+](=O)[O-])cc1C	2030	1732
Cc1nc2sc(C(=O)Nc3ccccc3)c(N)c2c(C)c1[N+](=O)[O-]	1822	1734
O=C(O)c1ccc(CNC(=O)c2ccccc2NC(=O)c2ccc([N+](=O)[O-])cc2)cc1	1885	1417
Cc1cc(C)n(-c2ccc(C(=O)OCC(=O)Nc3ccc(Cl)cc3[N+](=O)[O-])cc2)n1	1933	1695

A portion of the library; the hit share may differ from the screen's.
